TRb-SRC2 inh – TRbeta-SRC2 interaction inhibition | P10828 | TRbeta-SRC2 peptide binding, fluorescence polarization; receptor liganded with 1 µM T3 | Potency, µM (doses to about 106 µM), without a hit: top-dose activity change, negative = inhibition, actives largely listed as inhibitors | 0.065% of 280,000 active;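 also: plate controls were bound peptide for no effect and peptide without receptor for full effect; nearly all actives have a fitted effect of over 50% in size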
Target sequence (P10828 whole entry, looked up): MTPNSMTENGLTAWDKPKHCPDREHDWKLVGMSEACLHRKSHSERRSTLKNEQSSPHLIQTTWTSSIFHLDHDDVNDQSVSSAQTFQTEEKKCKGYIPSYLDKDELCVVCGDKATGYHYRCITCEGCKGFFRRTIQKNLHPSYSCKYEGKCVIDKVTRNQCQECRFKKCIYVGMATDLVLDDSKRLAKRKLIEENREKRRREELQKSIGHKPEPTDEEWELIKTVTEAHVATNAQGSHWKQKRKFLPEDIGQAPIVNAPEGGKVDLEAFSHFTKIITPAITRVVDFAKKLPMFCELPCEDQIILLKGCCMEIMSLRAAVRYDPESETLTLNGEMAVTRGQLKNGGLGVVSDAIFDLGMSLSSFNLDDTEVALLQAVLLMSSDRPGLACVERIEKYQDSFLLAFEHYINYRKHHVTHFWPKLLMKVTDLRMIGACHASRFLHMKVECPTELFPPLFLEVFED
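Decrease in fluorescence polarization of 20 nM Texas Red SRC2 coactivator peptide flagged inhibition of its binding to 0.6 uM TRb LBD; 1 uM T3 included, incubation 5 hr, ex 555/em 632 nm.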
aGal spleen mod – inhibitors or activators of human alpha-galactosidase in spleen homogenate | P06280 | human spleen homogenate, 4MU-alpha-Gal fluorescence, 40 min | Potency, µM (highest dose often 80 µM), for the others: at the top dose activity change, negative = inhibition, most hits filed as inhibitors | 0.008% of 240,000 active | AID 2107;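 also: 0% = enzyme with vehicle and -100% = no enzyme basal signal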
Target sequence (P06280 32-429 limits assumed): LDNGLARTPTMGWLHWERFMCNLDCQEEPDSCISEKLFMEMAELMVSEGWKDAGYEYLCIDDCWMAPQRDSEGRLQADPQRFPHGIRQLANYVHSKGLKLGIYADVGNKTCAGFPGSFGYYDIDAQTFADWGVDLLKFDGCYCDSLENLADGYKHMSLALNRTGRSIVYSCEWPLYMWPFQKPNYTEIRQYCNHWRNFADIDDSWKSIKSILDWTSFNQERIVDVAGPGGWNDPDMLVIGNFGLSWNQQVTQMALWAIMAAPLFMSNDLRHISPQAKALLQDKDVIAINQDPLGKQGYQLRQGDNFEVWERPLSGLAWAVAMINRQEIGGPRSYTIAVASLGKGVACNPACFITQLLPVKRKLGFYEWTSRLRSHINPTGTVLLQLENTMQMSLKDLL
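Human spleen homogenate (1 ug) was the enzyme source, with 4-methylumbelliferyl-alpha-D-galactopyranoside (1 mM final) in pH 5.0 citrate buffer with 0.01% Tween-20. Compounds were titrated; after 40 min at 37C, NaOH/glycine stop, 4-MU fluorescence read; AC50 from Hill fits.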
TR SRC2 fluor cs – alters Texas Red total fluorescence, flagging assay interference; TRb/SRC2 Texas Red total fluorescence interference; Potency, µM (doses to about 106 µM), for the others: at the highest dose fluorescence change, negative = quenching; 0.29% of 280,000 active; AID 1479; active = well fitted curve in either direction with a large enough effect; inconclusive = small, poorly fitted or top-dose-only effect
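Human TRb ligand-binding domain at 0.6 uM with 20 nM Texas Red SRC2 peptide in Tris buffer containing 1 uM T3 and 5% DMSO, incubated with compound 5 h at ambient temperature. Total fluorescence (555/632 nm) calculated as parallel + 2 × perpendicular.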
Tau ThT inhib – blocks human tau fibril formation measured by thioflavin T; P10636; recombinant tau K18 P301L, heparin-induced fibrillization, ThT fluorescence; Potency, µM (series often up to 57.4 µM), for the others: at the highest dose activity, negative = inhibition, most hits filed as inhibitors; 2.1% of 270,000 active; also: nearly all actives have a fitted effect of over 55% in size
Target sequence (P10636 561-689 P618L limits assumed): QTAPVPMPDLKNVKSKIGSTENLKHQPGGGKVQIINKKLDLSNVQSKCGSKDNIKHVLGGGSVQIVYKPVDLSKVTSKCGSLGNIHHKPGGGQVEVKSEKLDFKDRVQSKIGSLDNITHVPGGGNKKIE
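Recombinant human tau K18 fragment […] carrying P301L, 15 uM unlabeled plus 0.24 uM Alexa 594-labeled, was fibrillized with 20 uM heparin in 100 mM sodium acetate pH 7 for 6 hr at 37 C; 30 uM ThT fluorescence read after 1 hr.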
Tau fluor counter – counter-screen for tau fibril formation inhibitors. tau K18 P301L Alexa594 fluorescence, heparin fibrillization. Potency, µM (highest dose often 57.7 µM), inactives show top-dose activity change, negative = decrease. 0.93% of 280,000 active. AID 1463; also: nearly all actives have a fitted effect of over 55% in size
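Human tau K18 P301L (15 uM unlabeled, 0.24 uM Alexa 594-labeled) in 100 mM sodium acetate pH 7 with 20 uM heparin, 6 hr at 37 C. ThT 30 uM added, 1 hr ambient; Alexa 594 FP and total fluorescence read at 555/632 nm.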
ALDH1A1 inh – inhibitors of human aldehyde dehydrogenase 1A1; P00352; Purified ALDH1A1, NADH fluorescence, propionaldehyde substrate; Potency, µM (series often up to 75.3 µM), inactives show at the top dose activity, negative = inhibition, most hits filed as inhibitors; 7.3% of 220,000 active; AID 1030; active = well fitted inhibition curve with a large enough effect, not every such curve was filed as active; inconclusive = small, poorly fitted or top-dose-only effect, or another doubt; inactive = no such curve, though single readings can be large or run the other way;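 also: plate controls were no enzyme wells and a reference inhibitor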
Tau FP inhib – tau fibrillization inhibition (FP); P10636; K18 P301L tau heparin fibrillization, Alexa594 FP, 6 h; Potency, µM (doses to about 57.7 µM), without a hit: at the top dose activity, negative = inhibition, usual class: inhibitors; 0.39% of 280,000 active; AID 1468; also: nearly all actives have a fitted effect of over 55% in size
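FP of Alexa 594-tau after heparin (20 uM) induction. Substrate: human K18 P301L, 15 uM unlabeled, 0.24 uM labeled. Buffer 100 mM sodium acetate pH 7. 6 hr, 37 C.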
L3MBTL1 inh – L3MBTL1 (human) inhibition | Potency, µM (series often up to 57.1 µM), without a hit: at the highest dose activity, negative = inhibition, most hits filed as inhibitors | AlphaScreen L3MBTL1–H3K9me1 peptide binding | 0.66% of 230,000 active | AID 485360 | Q9Y468; also: nearly all actives have a fitted effect of over 60% in size
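Read-out is AlphaScreen signal from streptavidin donor and nickel chelate acceptor beads (10 ug/mL final each) bridging L3MBTL1 (50 nM) and biotinylated K9-monomethylated H3(1-15) peptide (75 nM), after 30 min compound exposure at room temperature.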
* hit, by the source's call; ? = inconclusive; . = not tested or not shown; & = joins results of further samples; [ ] = remark or other dose. Unless noted, calls follow the shape of the dose curve; as a rule, active = well fitted curve in the direction sought with a large enough effect; inconclusive = small, poorly fitted or top-dose-only effect, or another doubt; inactive = no such curve, though single readings can be large; an effect the other way counts as inactive or inconclusive. Unless noted, % is scaled to controls: 0 for no effect and ±100 for the full control effect; potency is read from the fitted curve at half-maximal effect.

SMILES	TRb-SRC2 inh	aGal spleen mod	TR SRC2 fluor cs	Tau ThT inhib	Tau fluor counter	ALDH1A1 inh	Tau FP inhib	L3MBTL1 inh
COc1ccc(NC(=O)Nc2nccs2)cc1	-14%	10%	0%	-11%	-27%	-2%	-1%	-22%[11.4 µM]
Cc1nc2c(C(F)(F)F)cccc2c2c1CCS2	-7%	-4%	-7%	5%	1%	?	4%	60%[activator]
O=C(N/N=C/c1cccc(Oc2ccccc2)c1)c1ccncc1	-5%	-12%	-2%	0%	-20%	-3%	-16%	-6%
COC(=O)/C(=C(/F)SCC(C)=O)C(F)(F)F	-3%	17%	-4%	?	-8%	?	-9%	.
CCO[C@H]1OC(C(=O)NCc2nc3ccccc3[nH]2)=C[C@@H](c2ccccc2)[C@@H]1CCCO	2%	4%	-5%	-2%	-1%	-1%	-13%	13%
CCOCCCNC(=O)C(c1ccc(C)cc1)N(Cc1cccs1)C(=O)c1ccccc1O (centres undefined)	-1%	-6%	1%	-1%	1%	16µM*	1%	.
Cc1ccc(Nc2ncnc3onc(C)c23)cc1Cl	-3%	.	-3%	-7%	-15%	.	-8%	.
Cc1ccc(S(=O)(=O)NC(CC(N)=O)C(=O)O)cc1 (centres undefined)	-9%	7%	0%	5%	4%	11%	4%	10%
Cc1ccc(N2C(=O)c3cccc4c([N+](=O)[O-])ccc(c34)C2=O)c2cccnc12	3%	2%	1%	-9%	-10%	.	-1%	.
CCOC(=O)C1C(=O)NC(c2ccccc2)=NC1c1ccccc1 (centres undefined)	-5%	-5%	0%	-2%	-4%	-1%	2%	-3%
CC1CCCCN1S(=O)(=O)c1cn(C)c(=O)n(C)c1=O (centres undefined)	-5%	1%	-7%	9%	9%	6%	-4%	11%
Cc1cc(N2CCCC2)n2nc(C)nc2n1	4%	0%	0%	1%	-3%	1%	-4%	4%
c1ccc(N2CCN(C3CCSC3)CC2)cc1 (centres undefined)	6%	1%	-1%	-11%	3%	18µM*	1%	.
COc1cc(-n2c(C)nc3cc(C(=O)O)ccc32)cc(OC)c1OC	-10%	-8%	2%	-2%	-4%	-1%	-6%	.
COc1ccc(-c2onc3ccc(Cl)cc23)cc1	4%	-2%	-2%	-18%	-15%	20µM*	-8%	.
Cc1c(Cl)cccc1NC(=O)CN(CCc1ccccc1)S(=O)(=O)c1ccccc1	-3%	.	1%	0%	-25%	.	-6%	.
C=CCn1c(=N)n(CC(O)COc2ccccc2OC)c2ccccc21 (centres undefined)	-1%	-4%	-2%	1%	2%	19%	3%	1%
O=C(COC(=O)c1ccccc1C(=O)c1ccc(Cl)cc1)NCCc1ccccc1	-2%	7%	5%	-11%	-8%	2%	13%	5%
CN1CCC(NC(=O)Nc2ccc(Br)cc2)CC1	0%	1%	-2%	6%	-6%	.	-1%	3%
NS(=O)(=O)c1ccc(CCNC(=O)CN2CCC(Cc3ccccc3)CC2)cc1	-9%	-7%	1%	16%	17%	-1%	4%	37%[activator]
CCN(Cc1ccncc1)C(=O)c1ccccc1NS(=O)(=O)c1ccc(Br)cc1	-4%	-7%	-3%	-10%	-11%	.	-7%	7%
COc1cc(/C=C2/SC(=S)N(C)C2=O)ccc1OC(=O)c1ccco1	5%	-10%	2%	?	-4%	-12%	2%	0%
Cc1ccc(N(CC(=O)NCc2cccs2)S(=O)(=O)c2cccs2)cc1	-5%	11%	-2%	-4%	-9%	?	1%	.
c1ccc(C(NCCNC(c2ccccc2)c2ccccc2)c2ccccc2)cc1	-8%&-2%	6%&13%	-1%&-3%	-12%	-12%	-3%	-11%	.
Cc1ccc(C(=O)C(NC(=O)c2ccco2)N2CCOCC2)cc1 (centres undefined)	-20%	?	2%	?	-3%	28µM*	-2%	-14%
CCOC(=O)c1cc(-c2ccc(N3CCOCC3)cc2)nn1-c1ccccc1C(=O)O	3%	-7%	-4%	?	-7%	?	2%	14µM*
Cc1sc2nc(CN(C(=O)NC3CCCCC3)C3CCCCC3)[nH]c(=O)c2c1C	16%	2%	1%	12%	7%	5%	1%	3%
CN1CCN(C(c2ccccn2)c2cc(Cl)c3cccnc3c2O)CC1 (centres undefined)	-2%	-1%	-1%	?	-16%	10µM*	-7%	14µM*
Cc1nn2c(C)c(C(=O)NCc3cccc(Br)c3)cnc2c1-c1ccccc1	3%	.	-10%	-15%	-14%	.	-11%	.
COc1cccc(/C=N/N2CCN(c3ccncc3S(=O)(=O)N3CCCCC3)CC2)c1	1%	1%	0%	-9%	-18%	-3%	5%	-20%
Cc1ccc(N2C(=O)CC(NCC3CCCO3)C2=O)cc1 (centres undefined)	8%	8%	-2%	-9%	0%	20µM*	1%	2%
Cc1ccc(N(CC(=O)Nc2cccc(Cl)c2)S(=O)(=O)c2cccs2)cc1	12%	.	0%	4%	?	.	?	.
COc1ccccc1C(=O)NCC(=O)Nc1cccnc1	3%	7%	-1%	5%	1%	9%	4%	1%
CCCCn1nnnc1SCC(=O)Nc1ccc(C)cc1	0%	7%	1%	5%	0%	?	3%	-3%
O=C(N/N=C/c1cccnc1)C1CCCN(S(=O)(=O)c2ccccc2)C1 (centres undefined)	7%	2%	1%	-4%	-7%	2%	-9%	?
Cc1ccccc1NC(=O)c1c(NC(=O)c2ccncc2)sc2c1CCC(C(C)(C)C)C2 (centres undefined)	3%	.	0%	-17%	-20%	.	2%	.

An excerpt of these results, with bars between the fields:
Molecule | TRb-SRC2 inh | aGal spleen mod | TR SRC2 fluor cs | Tau ThT inhib | Tau fluor counter | ALDH1A1 inh | Tau FP inhib | L3MBTL1 inh
CCOC(=O)c1cc(-c2ccc(N3CCOCC3)cc2)nn1-c1ccccc1C(=O)O | 3% | -7% | -4% | ? | -7% | ? | 2% | 14µM*
CN1CCN(C(c2ccccn2)c2cc(Cl)c3cccnc3c2O)CC1 (centres undefined) | -2% | -1% | -1% | ? | -16% | 10µM* | -7% | 14µM*

Remaining list, next part.
SMILES	TRb-SRC2 inh	aGal spleen mod	TR SRC2 fluor cs	Tau ThT inhib	Tau fluor counter	ALDH1A1 inh	Tau FP inhib	L3MBTL1 inh
O=C(CSc1nnc(-c2ccco2)o1)NCC(=O)c1ccccc1	-6%	-7%	-6%	1%	2%	-5%	-1%	2%
COC(=O)c1nc(NC(=O)c2ccc(F)cc2)n[nH]1	0%	-1%	-2%	?	-6%	8%	15%	.
CCN(CC)CCCNC(=O)c1c2c(nc3ccccc13)C(=O)N(C1CCCCC1)C2	4%	.	-4%	0%	-3%	.	-13%	.
N=C1SC(CC(=O)Nc2ccc([N+](=O)[O-])cc2)C(=O)N1c1ccccc1 (centres undefined)	5%	8%	0%	?	?	?	-6%	-11%
Cc1cc2ccccc2c(=O)n1CC(=O)NCC(=O)N(C)C1CCCCC1	10%	8%	-2%	-3%	-8%	.	-1%	.
COc1cccc(C2C3=C(N=c4s/c(=C\c5ccccc5O)c(=O)n42)c2ccccc2CC3)c1OC (centres undefined)	1%	-4%	1%	-15%	-23%	?	2%	.
Cc1oc(-c2ccccc2)nc1C(=O)N1CCN(c2ccc(F)cc2)CC1	9%	6%	-4%	-17%	-10%	-14%	2%	?
Cc1ccc(S(=O)(=O)N/N=C/c2cccc(OC3CSC3)c2)cc1	5%	-1%	2%	-5%	-26%	-5%	-12%	-12%
CC(C)(C)C(=O)O/N=C1\CCS(=O)(=O)c2sccc21	-5%	4%	0%	6%	4%	?	-7%	8%
N#Cc1ccc(CO/N=C/c2ccccc2)cc1	0%	-3%	0%	-7%	-17%	-1%	-15%	.
Cc1occc1C(=O)NNC(=O)Nc1ccc(Cl)c(Cl)c1	-21%	-1%	0%	1%	-11%	16%	6%	-1%
COc1ccc(C2C=C(c3ccc(Br)cc3)Nc3nc(NS(C)(=O)=O)nn32)cc1 (centres undefined)	8%	-6%	-6%	4%	-4%	?	-2%	5%
CC(C(=O)Nc1cc([N+](=O)[O-])ccc1Cl)N1CCN(c2ccccc2)CC1 (centres undefined)	-6%	3%	4%	5%	-2%	3%	-1%	0%
CCCn1nc(C(=O)NCCc2ccc(S(N)(=O)=O)cc2)c2ccccc2c1=O	3%	-2%	1%	-4%	-2%	7%	1%	1%
Cc1cc(/C=N/NC(=O)C(=O)NCc2ccccn2)c(C)n1-c1ccccc1	7%[53 µM]	-8%	0%[53 µM]	-7%	8%	11µM*	1%	6%
CCOc1c(Cl)cc(CNc2ccc3[nH]c(=O)[nH]c3c2)cc1OC	-6%	.	0%	?	?	.	-11%	.
S=C(NCCC(c1ccccc1)c1ccccc1)Nc1ccccc1Cl	-10%	4%	1%	14%	?	?	?	-4%
Cc1ccccc1C(=O)N(C)Cc1ccccc1	0%	-9%	0%	2%	9%	7%	2%	.
CN(C)C(=O)[C@@H]1C[C@H]1[C@@H](NC(=O)OCc1ccccc1)c1ccccc1	1%&0%	1%&3%	1%&-1%	-1%&-1%	-6%&-6%	-1%&3%	-1%&-2%	5%
CC1(C)CC(=O)C2=C(C1)Nc1ccccc1N=C2	0%	0%	3%	?	-25%	1.8µM*	-13%	3%
C=CCNC(=O)c1onc(CSc2cccc(C)c2)c1C(=O)O	-10%	-7%	0%	3%	8%	3%	4%	5%
COc1ccc(OC)c2sc(NC(=O)C(C)C)nc12	-2%	11%	-2%	-22%	-14%	?	6%	-10%
Cc1ccc(CNC(=O)CCSCc2cnn(-c3ccccc3)c2-n2cccc2)cc1	8%	.	0%	3%	3%	.	-1%	.
Cc1ccc(O)c(C(CC(=O)NCC2(c3ccccc3)CCCC2)c2ccccc2)c1 (centres undefined)	2%	.	0%	-14%	?	.	-7%	.
CCCc1cc(N2CCN(c3ccccn3)CC2)n2nc(C)c(-c3ccccc3)c2n1	-13%	-1%	1%	-10%	-6%	?	3%	48%[activator]

Structures above that contain a nitro group on carbon:
SMILES	TRb-SRC2 inh	aGal spleen mod	TR SRC2 fluor cs	Tau ThT inhib	Tau fluor counter	ALDH1A1 inh	Tau FP inhib	L3MBTL1 inh
Cc1ccc(N2C(=O)c3cccc4c([N+](=O)[O-])ccc(c34)C2=O)c2cccnc12	3%	2%	1%	-9%	-10%	.	-1%	.
N=C1SC(CC(=O)Nc2ccc([N+](=O)[O-])cc2)C(=O)N1c1ccccc1 (centres undefined)	5%	8%	0%	?	?	?	-6%	-11%
CC(C(=O)Nc1cc([N+](=O)[O-])ccc1Cl)N1CCN(c2ccccc2)CC1 (centres undefined)	-6%	3%	4%	5%	-2%	3%	-1%	0%
